Assay outcomes (PubChem)
D3 ag: agonists of human D3 dopamine receptor | P35462 | D3R DiscoveRx beta-arrestin cells, luminescence, 90 min | max activation, % | actives 0.58% (n = 410,000) | AID 652048; in the data active = max activation above about 30%; note: 0% is about no effect; mostly tested at two doses, the higher about 12 µM
Target sequence (P35462 whole entry, looked up): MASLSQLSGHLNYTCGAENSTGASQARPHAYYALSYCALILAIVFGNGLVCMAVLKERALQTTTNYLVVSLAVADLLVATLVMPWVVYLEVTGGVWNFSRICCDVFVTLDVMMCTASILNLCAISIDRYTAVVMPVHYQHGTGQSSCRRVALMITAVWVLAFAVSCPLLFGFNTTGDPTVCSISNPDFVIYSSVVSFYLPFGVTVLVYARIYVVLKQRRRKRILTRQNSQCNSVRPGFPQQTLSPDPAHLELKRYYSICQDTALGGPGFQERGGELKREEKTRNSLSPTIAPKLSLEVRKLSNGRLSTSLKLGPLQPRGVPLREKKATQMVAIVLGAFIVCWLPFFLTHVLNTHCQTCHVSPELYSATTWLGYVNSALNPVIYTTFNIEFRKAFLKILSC
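Agonist mode: compounds and dopamine controls were applied to plated cells for 90 min at 37 degrees C after an overnight attachment at 1500 cells/well. Luminescent read-out followed 30 - 60 minutes at room temperature with DiscoveRx detection reagent.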
GLP-1R agonist: activates the human GLP-1 receptor; P43220; HEK293 GLP-1R CRE-luciferase, luminescence, 4-6 h; cells express a hypersensitive GLP-1R form; Potency, µM (highest dose often 45.6 µM), for the others: at the highest dose activation, actives largely listed as activators; actives 0.007% (n = 380,000); note: potency is the fitted concentration of half-maximal effect; % of control where 0% means no effect
Target sequence (P43220 whole entry, looked up): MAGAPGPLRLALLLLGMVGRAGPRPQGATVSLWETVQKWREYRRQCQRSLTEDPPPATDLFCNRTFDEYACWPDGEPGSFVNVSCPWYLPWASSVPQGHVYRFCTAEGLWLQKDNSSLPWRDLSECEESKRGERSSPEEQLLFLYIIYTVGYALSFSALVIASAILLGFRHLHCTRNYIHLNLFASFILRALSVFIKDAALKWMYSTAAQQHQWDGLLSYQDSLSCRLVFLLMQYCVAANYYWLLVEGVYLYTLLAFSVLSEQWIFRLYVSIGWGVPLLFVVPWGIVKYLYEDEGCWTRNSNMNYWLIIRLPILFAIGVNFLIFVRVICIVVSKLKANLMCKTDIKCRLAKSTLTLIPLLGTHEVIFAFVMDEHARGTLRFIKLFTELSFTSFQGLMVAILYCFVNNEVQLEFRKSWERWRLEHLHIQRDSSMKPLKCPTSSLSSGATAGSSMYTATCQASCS
KB-3-1 tox: kills parental KB-3-1 adenocarcinoma cells. KB-3-1 viability, CellTiter-Glo ATP luminescence, 72 h. Potency, µM (highest dose often 46.1 µM), without a hit: at the top dose activity change, negative = cytotoxic, usual class: cytotoxic. actives 1.4% (n = 400,000). AID 1347075; note: potency is the fitted concentration of half-maximal effect; % is set by controls: 0 for no effect and ±100 for the full control effect; nearly all actives have a fitted effect of over 60% in size
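Viability of parental KB-3-1 cells, measured by CellTiter-Glo luminescence, followed a 72 h incubation at 37 °C with pinned compounds in phenol-red-free DMEM containing 10% FBS.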
IL1B secr inh: blocks inflammasome-driven IL-1 beta release; THP-1 LPS/ATP IL-1B secretion, AlphaLISA, 16 h; active compounds read low; activity change, % at 57.5 µM; actives 4.7% (n = 360,000); AID 743279; in the data active = activity change below about -50%; inconclusive = mostly about -30% to -49%; note: % is set by controls: 0 for no effect and ±100 for the full control effect
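THP-1 cells pretreated 1 hr with compounds (up to 57.5 uM final), then stimulated with LPS (250 ng/mL final) plus ATP (1.25 mM final); secreted IL-1B measured by AlphaLISA after 16 hr, decreased signal indicating inhibition.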
SW480 rereplic: DNA re-replication induction in SW480 cells; SW480 DNA re-replication, Hoechst DNA content imaging, 48 h; Potency, µM (series often up to 46.1 µM), for inactives: at the highest dose re-replication activation, hits mostly activators; actives 1.8% (n = 340,000); AID 624297; note: potency is the fitted concentration of half-maximal effect; % of control where 0% means no effect; nearly all actives have a fitted effect of over 55% in size
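Treated cells incubate 48 hr (37 C, 5% CO2), are stained 40 min with Hoechst, and nuclear fluorescence is enumerated; a rise in nuclei with high DNA signal marks re-replication.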
HT1080 IDH1KD tx: HT-1080 IDH1 knockdown cell toxicity (counter line). HT-1080 IDH1 knockdown viability, ATP luminescence, 48 h. Potency, µM (doses to about 46.1 µM), inactives show at the top dose activity, negative = toxicity, usual class: cytotoxic. actives 2% (n = 360,000);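 note: potency is the fitted concentration of half-maximal effect; 0% = DMSO wells and -100% = cell-free medium wells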
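Knockdown cells (IDH1KD HT-1080) received compounds 2 h after plating at 750 cells/well and were kept 48 h at 37 °C in 5% FBS RPMI. A CellTiter-Glo luminescence read gave % activity for curve fitting.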
KB-V1 MDR tox: kills drug-selected multidrug resistant KB-V1 cells; actives 3.4% (n = 400,000); AID 1347076; KB-V1 MDR cells viability, CellTiter-Glo, 72 h; Potency, µM (top dose mostly 46.1 µM), inactives show at the top dose activity change, negative = cytotoxicity, most hits filed as cytotoxic; note: potency is the fitted concentration of half-maximal effect; % is set by controls: 0 for no effect and ±100 for the full control effect; nearly all actives have a fitted effect of over 60% in size
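qHTS viability screen in drug-selected KB-V1 MDR cells: 72 h compound treatment at 37 degrees C, ATP luminescence end point.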
HT1080-NT tox: kills 2HG-producing HT-1080-NT fibrosarcoma cells; AID 686970; actives 1.6% (n = 360,000); Potency, µM (series often up to 46.1 µM), for the others: at the top dose activity, negative = less viability, most hits filed as cytotoxic; HT-1080-NT fibrosarcoma viability, CellTiter-Glo ATP luminescence, 48 h;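 note: NT is the 2HG producing partner of a matched IDH1 knockdown line; potency is the fitted concentration of half-maximal effect; 0% = DMSO-treated cells and -100% = media-only wells without cells; nearly all actives have a fitted effect of over 55% in size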
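Luminescent CellTiter-Glo readout after 48 hours of compound exposure at 37 degrees C defined viability of HT-1080-NT cells. Activity was normalized to DMSO wells and cell-free media wells; concentration-response curves were fitted and assigned curve classes.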
D3 antag: D3 dopamine receptor (human) antagonism | D3R cells, DiscoveRx beta-arrestin luminescence, antagonist mode; active compounds read low | max response, negative = inhibition, % | actives 2.5% (n = 360,000) | AID 652054; in the data active = max response below about -50%; inconclusive = no clear call, values can overlap the other calls; note: % is set by controls: 0 for no effect and ±100 for the full control effect; mostly tested at two doses, the higher about 12 µM
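Cells expressing the human receptor were seeded at 1500 cells/well, incubated overnight at 37 degrees C in 5% CO2, then exposed to library compounds with dopamine controls for 90 minutes at 37 degrees C before luminescent detection.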
* hit, by the source's call; ? = inconclusive; · = no result given; [ ] = remark or other dose. Unless noted, calls come from the whole dose curve; as a rule, active = well fitted curve in the direction sought with a large enough effect; inconclusive = small, poorly fitted or top-dose-only effect, or another doubt; inactive = no such curve, though single readings can be large; an effect the other way counts as inactive or inconclusive.

(1) O=C(c1cc(-c2ccc(Cl)cc2)n[nH]1)N1CCc2ccccc2C1
(2) O=C1CC(N2CCN(S(=O)(=O)c3ccccc3F)CC2)C(=O)N1c1ccccc1Cl (configuration not stated)
(3) CC1(C(=O)NCc2cccc(Cl)c2)Cc2c(-c3cccc(C(N)=O)c3)ccnc2O1 (configuration not stated)
(4) CC(Nc1cc(N2CCN(C(=O)C(C)(C)C)CC2)ccc1[N+](=O)[O-])c1ccccc1 (configuration not stated)
(5) Cc1cc(SCC(=O)Nc2cccc(S(=O)(=O)NC3=NCCCCC3)c2)nc2ccccc12
(6) NC(=O)CSC1=Nc2ccccc2C2=NC(CC(=O)NCc3cccs3)C(=O)N12 (configuration not stated)
(7) O=C(CCNC(=O)c1ccccc1)NCC1CCCCC1
(8) O=C(c1ccc2c(=O)n3c(nc2c1)CCCCC3)N1CCN(c2cccc(Cl)c2)CC1
Screen / compound no.	1	2	3	4	5	6	7	8
D3 ag	-10	0	4	-1	3	-1	-1	0
GLP-1R agonist	-1%	3%	14%	3%	12%	2%	0%	0%
KB-3-1 tox	7%	16%	?	?	?	3%	-2%	?
IL1B secr inh	-17	7	73	-29	-57*	23	-14	-4
SW480 rereplic	8%	-5%	·	15%	?	-6%	-12%	-1%
HT1080 IDH1KD tx	17%	0%	?	-27%	-8%	1%	6%	0%
KB-V1 MDR tox	-11%	24%	-16%	10µM*	?	-7%	-22%	-8%
HT1080-NT tox	18%	0%	?	-11%	0%	-5%	4%	3%
D3 antag	-22	9	4	?	2	-2	-6	9

(9) COc1ccc(C(C(=O)NCCC(C)C)N(CCO)C(=O)c2snc(C(N)=O)c2N)cc1 (configuration not stated)
(10) COc1ccc(C(=O)NNC2=NC(C)(C)Cc3ccccc32)cc1
(11) Cc1ccccc1NC(=O)c1cccnc1
(12) COc1cccc(CNC(=O)Cc2ccc(NC3=NC4CS(=O)(=O)CC4S3)cc2)c1 (configuration not stated)
(13) Cc1ccc(C2=[N+]([O-])C(C)N(O)C2(C)C)o1 (configuration not stated)
(14) O=C(COC(=O)C1COc2ccccc2O1)c1ccccc1 (configuration not stated)
(15) CCN1CCN(C(=O)c2ccccc2N(C)S(=O)(=O)c2ccc(C)cc2)CC1
(16) CCOc1ccc(NC(=O)CC2SC(N)=NC2=O)c([N+](=O)[O-])c1 (configuration not stated)
Screen / compound no.	9	10	11	12	13	14	15	16
D3 ag	-3	2	-2	-2	3	4	-6	3
GLP-1R agonist	-3%	-2%	-4%	-7%	-8%	-2%	1%	-5%
KB-3-1 tox	0%	14%	0%	2%	22%	12%	-12%	-3%
IL1B secr inh	-22	-12	11	-11	4	18	-5	22
SW480 rereplic	36%	-6%	-1%	-5%	-1%	·	-7%	-1%
HT1080 IDH1KD tx	-1%	12%	8%	4%	9%	-8%	12%	16%
KB-V1 MDR tox	-16%	?	9%	4%	?	?	-5%	5%
HT1080-NT tox	-1%	15%	3%	0%	17%	12%	-1%	24%
D3 antag	-20	0	18	-19	2	9	-77*	-4

(17) C=CCNC(=S)Nc1ccc2nc(C)oc2c1
(18) Cc1noc(C)c1C(=O)NCCc1ccc(Cl)cc1
(19) Cc1cc(C)c(-c2csc(NC(=O)C3=COCCO3)n2)c(C)c1
(20) Cc1ccc2nc(SCC(=O)c3ccc(Cl)s3)[nH]c2c1
(21) Cc1ccc(Cl)cc1NC(=O)N[C@@H](CC(C)C)C(=O)O
(22) Cc1nccc(-c2cccc(NC(=O)Nc3ccc(Cl)cc3)c2)n1
(23) CCn1c(=O)n(CC(=O)NCC2CCCO2)c(=O)c2c3c(sc21)CCCC3 (configuration not stated)
(24) Cc1ccccc1C(=O)N1CCC(C(=O)OCc2ccccc2Cl)CC1
Screen / compound no.	17	18	19	20	21	22	23	24
D3 ag	-1	0	-10	-10	13	2	4	8
GLP-1R agonist	8%	-14%	15%	0%	-1%	20%	-1%	7%
KB-3-1 tox	0%	2%	-23%	1%	16%	1%	3%	-9%
IL1B secr inh	-9	-2	?	4	44	-22	-25	31
SW480 rereplic	2%[1.84 µM]	-1%	-476%[inhibitor]	-6%	-7%	-10%	?	4%
HT1080 IDH1KD tx	3%	9%	-27%	9%	12%	-12%	1%	-11%
KB-V1 MDR tox	0%	-6%	?	13µM*	8%	-17%	20%	11%
HT1080-NT tox	4%	22%	-24%	18%	7%	-11%	1%	1%
D3 antag	0	13	-8	-10	6	1	1	12

Sorted by heavy-atom count (rising): part of the list above.
(17) C=CCNC(=S)Nc1ccc2nc(C)oc2c1
(20) Cc1ccc2nc(SCC(=O)c3ccc(Cl)s3)[nH]c2c1
(16) CCOc1ccc(NC(=O)CC2SC(N)=NC2=O)c([N+](=O)[O-])c1 (configuration not stated)
(22) Cc1nccc(-c2cccc(NC(=O)Nc3ccc(Cl)cc3)c2)n1
(24) Cc1ccccc1C(=O)N1CCC(C(=O)OCc2ccccc2Cl)CC1
(23) CCn1c(=O)n(CC(=O)NCC2CCCO2)c(=O)c2c3c(sc21)CCCC3 (configuration not stated)
Screen / compound no.	17	20	16	22	24	23
D3 ag	-1	-10	3	2	8	4
GLP-1R agonist	8%	0%	-5%	20%	7%	-1%
KB-3-1 tox	0%	1%	-3%	1%	-9%	3%
IL1B secr inh	-9	4	22	-22	31	-25
SW480 rereplic	2%[1.84 µM]	-6%	-1%	-10%	4%	?
HT1080 IDH1KD tx	3%	9%	16%	-12%	-11%	1%
KB-V1 MDR tox	0%	13µM*	5%	-17%	11%	20%
HT1080-NT tox	4%	18%	24%	-11%	1%	1%
D3 antag	0	-10	-4	1	12	1

Additional structures follow:
(25) COC(=O)C1=C(CCc2ccccc2)NC(=O)NC1c1ccc(C#N)cc1 (configuration not stated)
(26) Cc1nnc(SCCC(=O)Nc2ccc(Cl)cc2)o1
(27) Cc1ccc(CNC(=O)c2ccc(N3CCC4(CC3)CC(c3cccc(Br)c3)=NO4)c([N+](=O)[O-])c2)cc1
(28) O=c1c2cnn(-c3ccccc3)c2ncn1Cc1ccccc1
(29) Cc1ccc(O)c(NC(=O)c2ccccc2-c2ccccc2C(=O)O)c1
(30) Cc1ccc(-c2noc(=O)n2CC(=O)c2ccc(Cl)cc2)cc1
(31) COC(=O)C[C@@H]1C[C@@H]2c3cc(NS(=O)(=O)c4ccccc4)ccc3O[C@@H]2[C@@H](CO)O1
(32) O=C(COC(=O)CNC(=O)c1ccc(Cl)cc1Cl)Nc1ccc(N2CCOCC2)cc1
Screen / compound no.	25	26	27	28	29	30	31	32
D3 ag	21	0	-23	3	-7	-1	5	-4
GLP-1R agonist	4%	6%	1%	1%	2%	11%	13%	22%
KB-3-1 tox	-2%	-2%	1%	-27%	-5%	-6%	38%	6%
IL1B secr inh	-17	12	-9	-12	-12	?	10	14
SW480 rereplic	-3%	-1%[9.22 µM]	-16%	-10%	0%	2%	·	-5%
HT1080 IDH1KD tx	4%	11%	1%	-17%	17%	2%	12%	16%
KB-V1 MDR tox	0%	-2%	23%	21µM*	0%	-2%	?	?
HT1080-NT tox	5%	5%	0%	-8%	-2%	0%	3%	10%
D3 antag	4	6	-8	8	0	13	17	18

Single entries from above:
HT1080 IDH1KD tx, compound 26 reads 11%
D3 antag, compound 32 reads 18
D3 ag, compound 29 reads -7
SW480 rereplic, compound 27 reads -16%
GLP-1R agonist, compound 28 reads 1%

Following part
(33) O=C1CCN(C2CCN(Cc3nc(Cc4ccccc4F)no3)CC2)CCN1
(34) CCOc1ccccc1NC(=O)N1CCCC1C(=O)NCc1ccco1 (configuration not stated)
(35) COc1ccccc1-c1nc(-c2ccc(Br)cc2)no1
(36) Cc1ccc(/C=N/NC(=O)C2COc3ccccc3O2)s1 (configuration not stated)
(37) Cc1ccc(-c2cc(C(=O)N3CCCC3)c3ccccc3n2)s1
(38) Cc1ccc(NC(=S)NC(=O)CC2CC(C)(C)OC2=O)cc1 (configuration not stated)
(39) COc1cc2nc(SCc3ccc(Cl)cc3Cl)n(Cc3cccs3)c(=N)c2cc1OC
(40) CC1(NC(=O)Cc2c(F)cccc2Cl)CCS(=O)(=O)C1 (configuration not stated)
(41) CC(C)C(C(=O)NCc1ccco1)N(C(=O)CNS(=O)(=O)c1ccccc1)c1ccccc1 (configuration not stated)
(42) CC(C)(C)c1nc(SCC(=O)Nc2ccc3c(c2)OCCO3)c2ccccc2n1
(43) Cc1ccc(C(=O)/C=C/Nc2cccc(O)c2)cc1
Screen / compound no.	33	34	35	36	37	38	39	40	41	42	43
D3 ag	1	-6	-7	-14	-6	3	0	-7	-5	9	-8
GLP-1R agonist	12%	8%	-8%	22%	26%	1%	2%	8%	3%	3%	-2%
KB-3-1 tox	-1%	-10%	-17%	2.1µM*	-4%	2%	23µM*	3%	4%	-10%	6%
IL1B secr inh	17	-20	-1	-12	-8	4	?	20	-23	-2	-9
SW480 rereplic	-21%	-16%	-3%	2.8µM*	-6%	-10%	-5%	2%	2%	19%	?
HT1080 IDH1KD tx	1%	0%	-5%	1.8µM*	-7%	-2%	-9%	5%	3%	-2%	?
KB-V1 MDR tox	0%	7%	2%	?	?	-7%	6.5µM*	13%	-23%	-6%	1%
HT1080-NT tox	8%	-18%	-3%	?	-13%	1%	-9%	17%	-2%	8%	0%
D3 antag	-10	-6	-12	-28	-2	13	9	-6	-18	?	-3
